# POLI inh = blocks human DNA polymerase iota activity. Q9UNA4. Pol iota fluorescent replication assay, 10 min. Potency, µM (titrated, usually from 115 µM), without a hit: at the highest dose activity, negative = inhibition, actives largely listed as inhibitors. AID 588590. hit rate 1% among 390,000
#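 Fluorescent replication assay read twice, at 0 min and 10 min after adding 50 nM (final) substrate. Enzyme (10 nM) and compounds were first incubated 15 min at room temperature; enzyme-free buffer wells were negative controls.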
# GLS inhibitor = glutaminase GLS (human) inhibition | GLS enzymatic activity, qHTS titration | O94925 | hit rate 0.21% among 410,000 | Potency, µM (titrated, usually from 45.5 µM), without a hit: top-dose activity change, negative = inhibition, hits mostly inhibitors; also: % is scaled to controls: 0 for no effect and ±100 for the full control effect
#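 Read-out is an Amplex red fluorescence increase coupled through glutamate oxidase and HRP, measured before and after 30 min room-temperature incubation. hKGA is in 45 mM KH2PO4 (pH 8.2) with 0.02% Tween-20; glutamine added as 1mM solution.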
# Tb PGK inh = blocks T. brucei phosphoglycerate kinase. P07378. Potency, µM (series often up to 57.5 µM), without a hit: at the highest dose activity change, negative = inhibition, actives largely listed as inhibitors. PGK/GAPDH coupled, Kinase-Glo luminescence, 60 min. AID 602233. hit rate 0.043% among 380,000; also: % is scaled to controls: 0 for no effect and ±100 for the full control effect; nearly all actives have a fitted effect of over 60% in size
#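 Luminescent ATP detection (Kinase-Glo Plus) follows a 60-minute room-temperature incubation, with wells lacking PGK as controls. Buffer: 100 mM TEA (pH 7.6), 5 mM MgCl2, 0.01% Tween-20. Coupling enzyme GAPDH (100 nM final) supplies unstable 1,3-BPG in-well.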
# BLM helicase inh = Bloom syndrome helicase (human) inhibition. P54132. recombinant BLM DNA unwinding, fluorescence dequenching. Potency, µM (top dose mostly 56.1 µM), for inactives: top-dose activity change, negative = inhibition, most hits filed as inhibitors. hit rate 0.2% among 350,000;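 also: plate controls were vehicle for no effect and no enzyme for full effect; nearly all actives have a fitted effect of over 35% in size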
# Target sequence (P54132 whole entry, looked up): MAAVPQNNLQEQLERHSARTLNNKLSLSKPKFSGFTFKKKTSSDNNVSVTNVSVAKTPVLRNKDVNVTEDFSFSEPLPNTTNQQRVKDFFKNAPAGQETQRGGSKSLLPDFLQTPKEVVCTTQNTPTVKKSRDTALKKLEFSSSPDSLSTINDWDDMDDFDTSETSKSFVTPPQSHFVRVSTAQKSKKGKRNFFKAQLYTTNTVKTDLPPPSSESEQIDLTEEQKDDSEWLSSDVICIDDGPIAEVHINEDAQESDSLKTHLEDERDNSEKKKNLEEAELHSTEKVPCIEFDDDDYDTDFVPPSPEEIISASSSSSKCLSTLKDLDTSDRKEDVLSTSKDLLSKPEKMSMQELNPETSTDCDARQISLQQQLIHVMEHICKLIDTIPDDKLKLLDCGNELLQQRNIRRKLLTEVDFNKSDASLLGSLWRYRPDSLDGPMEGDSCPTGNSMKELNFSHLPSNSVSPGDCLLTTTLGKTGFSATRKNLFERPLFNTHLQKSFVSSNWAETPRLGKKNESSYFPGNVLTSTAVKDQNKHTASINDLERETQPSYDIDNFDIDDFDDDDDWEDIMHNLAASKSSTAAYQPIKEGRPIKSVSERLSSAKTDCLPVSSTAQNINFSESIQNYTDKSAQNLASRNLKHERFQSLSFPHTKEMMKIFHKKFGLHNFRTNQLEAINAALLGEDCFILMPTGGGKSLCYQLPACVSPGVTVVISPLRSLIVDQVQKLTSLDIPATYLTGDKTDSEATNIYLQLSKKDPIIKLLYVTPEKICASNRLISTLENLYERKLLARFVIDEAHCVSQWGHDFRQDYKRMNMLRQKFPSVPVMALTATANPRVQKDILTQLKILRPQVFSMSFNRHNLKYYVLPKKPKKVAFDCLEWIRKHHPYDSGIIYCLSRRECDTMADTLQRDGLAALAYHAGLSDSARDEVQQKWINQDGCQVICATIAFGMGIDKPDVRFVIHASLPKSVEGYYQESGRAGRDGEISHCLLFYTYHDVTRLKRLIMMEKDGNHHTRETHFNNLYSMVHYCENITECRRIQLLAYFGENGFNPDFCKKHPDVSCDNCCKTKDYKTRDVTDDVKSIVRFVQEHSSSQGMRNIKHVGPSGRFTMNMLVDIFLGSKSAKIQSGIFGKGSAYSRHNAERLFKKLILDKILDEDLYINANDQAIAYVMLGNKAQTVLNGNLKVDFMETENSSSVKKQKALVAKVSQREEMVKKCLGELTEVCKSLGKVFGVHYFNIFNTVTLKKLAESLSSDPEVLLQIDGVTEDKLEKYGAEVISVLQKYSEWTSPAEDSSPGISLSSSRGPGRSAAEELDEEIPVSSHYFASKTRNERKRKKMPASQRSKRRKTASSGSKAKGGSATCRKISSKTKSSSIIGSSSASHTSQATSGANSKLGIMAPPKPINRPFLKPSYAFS
# BAZ2B inh = blocks human BAZ2B; AID 504333; Q9UIF8; hit rate 4.4% among 360,000; Potency, µM (highest dose often 114 µM), inactives show top-dose activity change, negative = inhibition, hits mostly inhibitors; AlphaScreen BAZ2B-H3K14Ac peptide displacement; also: % is scaled to controls: 0 for no effect and ±100 for the full control effect; nearly all actives have a fitted effect of over 60% in size
#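 AlphaScreen luminescence quantifies BAZ2B engagement of H3K14Ac peptide; the protein and biotinylated peptide are both at 50 nM final, buffer PBS pH 7.4 with 0.01% Tween-20, all steps at room temperature.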
# HP1b chromo inh = blocks HP1-beta chromodomain binding to methylated histone tails. P83916. AlphaScreen HP1-beta / biotin-H3K9me3 peptide binding. Potency, µM (top dose mostly 114 µM), for inactives: at the top dose activity change, negative = inhibition, most hits filed as inhibitors. hit rate 0.56% among 390,000; also: nearly all actives have a fitted effect of over 70% in size; inactives centre near 23
#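 Compound inhibition of the preformed complex between 50 nM HP1-beta and 50 nM biotinylated H3K9me3 peptide was read by AlphaScreen. Buffer was PBS pH 7.4 with 0.01% Tween-20. Incubations ran 30 min at room temperature, with 10 ug/mL donor/acceptor beads.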
# Pin1 inhibitor = inhibitors of human Pin1. Q13526. Pin1 FP peptide displacement, HiFluor488, 10 min. Potency, µM (top dose mostly 115 µM), without a hit: at the top dose activity, negative = inhibition, most hits filed as inhibitors. hit rate 0.009% among 390,000. AID 504891; active = well fitted inhibition curve with a large enough effect in the polarisation, with a control signal flat, not every such curve was filed as active; inconclusive = small, poorly fitted or top-dose-only effect, or effect the other way, or a change in a side signal; inactive = no such curve, though single readings can be large or run the other way; the % refers to the polarisation; also: % is scaled to controls: 0 for no effect and ±100 for the full control effect
# G9a inh = blocks human histone lysine methyltransferase G9a; G9a H3K9 monomethylation, AlphaScreen, 2 h; Potency, µM (doses to about 102 µM), for the others: at the top dose activity, negative = inhibition, hits mostly inhibitors; Q96KQ7; hit rate 8.8% among 350,000; AID 504332; also: % is scaled to controls: 0 for no effect and ±100 for the full control effect; nearly all actives have a fitted effect of over 75% in size
#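 Chemiluminescent proximity detection of H3K9 monomethylation, read after 10 min bead incubation in the dark. Reaction: 20 nM G9a, 500 nM biotin-H3K9 peptide, 20 uM SAM cofactor, 2 h, room temperature, following 15 min enzyme-compound preincubation.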
# JMJD2A Tudor = blocks the human JMJD2A Tudor domain | hit rate 4.4% among 390,000 | O75164 | Potency, µM (top dose mostly 114 µM), without a hit: at the highest dose activity change, negative = inhibition, most hits filed as inhibitors | AID 504339 | AlphaScreen JMJD2A-Tudor / H3K4me3 peptide binding; also: % is scaled to controls: 0 for no effect and ±100 for the full control effect; nearly all actives have a fitted effect of over 50% in size
# Active calls of the source: *; i = inactive; ? = inconclusive; · = not tested or not shown; [ ] = dose if it differs, or a comment. Unless noted, calls follow the shape of the dose curve; as a rule, active = well fitted curve in the direction sought with a large enough effect; inconclusive = small, poorly fitted or top-dose-only effect, or another doubt; inactive = no such curve, though single readings can be large; an effect the other way counts as inactive or inconclusive. Potency is read from the fitted curve at half-maximal effect. Some of the compounds tested; count on the stated rates, not on these rows.
POLI inh,GLS inhibitor,Tb PGK inh,BLM helicase inh,BAZ2B inh,HP1b chromo inh,Pin1 inhibitor,G9a inh,JMJD2A Tudor,compound
12%,4%,-4%,-13%,50µM*,33%,3%,-37%,-11%,Cc1ccccc1Cn1ccc(NC(=O)c2cc3ncc(Br)cn3n2)n1
-29%,3%,·,-5%,-21%,-6%,5%,-12%,-25%,COc1ccc(NC(=O)Nc2ccc(F)cc2)c(C)c1
18%,7%,-9%,·,-7%,-13%,0%,26%[2.33 µM],-25%,Cc1ccc([N+](=O)[O-])cc1S(=O)(=O)Nc1ccc(-c2ccc(N3CCOCC3)nn2)cc1
?,43%[activator],-8%,-3%,-9%,1%,?,?,45µM*,O=C(O)CCNc1ccc2c(c1)OCCO2
-2%,-5%,-9%,-4%,?,-14%,-6%,45µM*,?,OCCN(CCO)c1ccc(C(c2ccccc2Cl)c2ccc(N(CCO)CCO)cc2Cl)c(Cl)c1
-5%,-17%,10%,-3%,-2%,18%,1%,-4%[59 µM],-7%,CCOC(=O)C1CCN(C(=O)Cn2nc(C)n3c(cc4c(OC)cccc43)c2=O)CC1
5%,1%,i,·,·,47%[activator],0%,·,-14%,Cc1c(C(=O)N2CCN(S(=O)(=O)c3cccs3)CC2)oc2ccc(F)cc12
45µM*,?,-23%,·,·,13µM*,-8%,·,5.6µM*,Cc1ccc(S(=O)(=O)/N=C2\C=C(Nc3ccc(O)cc3)C(=O)c3ccccc32)cc1
7%,2%,-8%,-5%,10%,36%,0%,·,6%,COC(=O)C1(Cc2cc(-c3ccccc3)no2)CCN(C(=O)OC(C)(C)C)CC1
10%,12%,i,-7%,1%,29%,-1%,5%,-20%,O=C(COc1ccc(Br)cc1)N/N=C1/SCC(=O)N1Cc1ccccc1
8%,9%,-7%,2%,3%,23%,6%,-27%,-5%,CCN(C(=O)CN1CCN(S(=O)(=O)c2cc(Cl)ccc2Cl)CC1)c1c(N)n(Cc2ccccc2)c(=O)[nH]c1=O
-2%,9%,1%,0%,-11%,31%,-1%,-32%,-11%,COc1ccccc1C1CC(=O)NC(SCC(=O)Nc2ccccc2)=C1C#N (stereo unspecified)
-11%,28%,i,-2%,6%,-2%,45%[activator],12%,-7%,O=C(Nc1ccc(N2CCCCC2)c(Cl)c1)c1cccnc1
22µM*,2%,0%,-5%,-25%,0%,8%,0%[59 µM],-24%,Cc1c(NC(=O)c2cc([N+](=O)[O-])ccc2N2CCOCC2)cccc1-c1nc2ccccc2o1
-8%,-5%,-3%,-2%,-15%,40%[activator],33%[activator],-46%[59 µM],-18%,Cc1ccccc1Cn1c(SCc2ccc(C(=O)NCCc3ccccc3)cc2)nc2ccncc21

# Record cards (already shown).
# Cc1ccc([N+](=O)[O-])cc1S(=O)(=O)Nc1ccc(-c2ccc(N3CCOCC3)nn2)cc1 is listed as POLI inh = 18%; GLS inhibitor = 7%; Tb PGK inh = -9%; BLM helicase inh = ·; BAZ2B inh = -7%; HP1b chromo inh = -13%; Pin1 inhibitor = 0%; G9a inh = 26%[2.33 µM]; JMJD2A Tudor = -25%
# COc1ccc(NC(=O)Nc2ccc(F)cc2)c(C)c1 is listed as POLI inh = -29%; GLS inhibitor = 3%; Tb PGK inh = ·; BLM helicase inh = -5%; BAZ2B inh = -21%; HP1b chromo inh = -6%; Pin1 inhibitor = 5%; G9a inh = -12%; JMJD2A Tudor = -25%

# Back to the main list with the 4 entries that preceded the break.
POLI inh,GLS inhibitor,Tb PGK inh,BLM helicase inh,BAZ2B inh,HP1b chromo inh,Pin1 inhibitor,G9a inh,JMJD2A Tudor,compound
-2%,9%,1%,0%,-11%,31%,-1%,-32%,-11%,COc1ccccc1C1CC(=O)NC(SCC(=O)Nc2ccccc2)=C1C#N (stereo unspecified)
-11%,28%,i,-2%,6%,-2%,45%[activator],12%,-7%,O=C(Nc1ccc(N2CCCCC2)c(Cl)c1)c1cccnc1
22µM*,2%,0%,-5%,-25%,0%,8%,0%[59 µM],-24%,Cc1c(NC(=O)c2cc([N+](=O)[O-])ccc2N2CCOCC2)cccc1-c1nc2ccccc2o1
-8%,-5%,-3%,-2%,-15%,40%[activator],33%[activator],-46%[59 µM],-18%,Cc1ccccc1Cn1c(SCc2ccc(C(=O)NCCc3ccccc3)cc2)nc2ccncc21
?,6%,-7%,-13%,?,35%,61%[activator],?,-33%,Cc1ccc(NC(=O)Cn2nnc(C(=O)NCc3ccco3)c2N)c(C)c1
101%[activator],12%,-5%,0%,1%,63%[activator],-3%,11%[59 µM],-28%,CCOn1c(=O)c(-c2cccc(Br)c2)[n+]([O-])c2ccccc21
12%,3%,i,4%,-7%,50%[activator],1%,34%[activator],-15%,O=C(c1ccco1)N1CCN(CCOc2ccc(F)cc2)CC1
50%[activator],2%,-9%,-2%,7%,46%[activator],1%,-3%,-16%,CCOc1ccc(NC(=O)CN(C)C(=O)C2CCCC2)cc1OCC
36%[activator],7%,-1%,·,-1%,8%,-8%,1%,-8%,CCOC(=O)N1CCN(C(=O)CCN2C(=O)c3ccccc3S2(=O)=O)CC1
-2%,5%,-4%,-8%,-2%,38%,?,-11%,-7%,COc1ccc(Cl)cc1C(=O)N(Cc1nc(-c2cccc(C)c2)no1)C(C)C
13%,?,-4%,6%,-20%,14%,-1%,13µM*,56µM*,Cc1c(C(=O)OC(C)C(C)C[N+](C)(C)C)oc2ccccc12 (stereo unspecified)
?,-11%,?,-23%,45µM*,?,?,28µM*,56µM*,O=C(COC(=O)c1ccccc1Nc1cccc(C(F)(F)F)c1)NCc1ccco1
